Compound activity deposited in PubChem BioAssay by National Center for Advancing Translational Sciences (NCATS).
Shiga inhibitor = A qHTS for Small Molecule Inhibitors of Shiga Toxin. Vero cells, Shiga toxin protein synthesis inhibition reporter. inhibition, % at 38.7 µM. hit rate 9.2% among 290,000; in the data active = inhibition mostly above about 28%, no sharp cut-off; inactive = mostly below about 43%; note: 0% is about no effect
AMA1 RON2 block = qHTS for Inhibitors of AMA1-RON; Towards Development of Antimalarial Drug Lead: Primary Screen | AlphaScreen AMA1-biotinylated RON2 peptide binding | Potency, µM (top dose mostly 58.2 µM), inactives show top-dose activity change, negative = inhibition, usual class: inhibitors | Plasmodium falciparum AMA1 (3D7) - RON2 peptide interaction | hit rate 0.2% among 360,000;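 note: potency is the fitted concentration of half-maximal effect; 0% = vehicle wells and -100% = peptide control; nearly all actives have a fitted effect of over 45% in size; some results filed as inactive show a strong effect at the top dose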
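AMA1 (3D7) with his tag at 25 nM final met compounds first, then biotinylated RON2 peptide at 25 nM; detection used donor plus acceptor beads, 10 µg/mL apiece, read by AlphaScreen after 30 min at room temperature.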
Cycloheximide cs = Cycloheximide Counterscreen for Small Molecule Inhibitors of Shiga Toxin. cell reporter, cycloheximide protein synthesis inhibition counterscreen. max response, %. hit rate 12% among 300,000. AID 2314, 2010; in the data active = max response mostly above about 13%, no sharp cut-off; inactive = mostly below about 14%; note: read at 38.3 µM for the half of the compounds with a filed dose; 0% is about no effect
AmpC inh no detg = qHTS Inhibitors of AmpC Beta-Lactamase (assay without detergent); P00811; AmpC nitrocefin hydrolysis, absorbance 480 nm, 0.0001% Triton; Potency, µM (top dose mostly 57.1 µM), for inactives: at the highest dose activity change, negative = inhibition, hits mostly inhibitors; hit rate 0.52% among 330,000; AID 485341, 2010;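 note: potency is the fitted concentration of half-maximal effect; plate controls were no compound for no effect and no enzyme for full effect; nearly all actives have a fitted effect of over 20% in size; some results filed as inactive show a strong effect at the top dose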
Target sequence (P00811 whole entry, looked up): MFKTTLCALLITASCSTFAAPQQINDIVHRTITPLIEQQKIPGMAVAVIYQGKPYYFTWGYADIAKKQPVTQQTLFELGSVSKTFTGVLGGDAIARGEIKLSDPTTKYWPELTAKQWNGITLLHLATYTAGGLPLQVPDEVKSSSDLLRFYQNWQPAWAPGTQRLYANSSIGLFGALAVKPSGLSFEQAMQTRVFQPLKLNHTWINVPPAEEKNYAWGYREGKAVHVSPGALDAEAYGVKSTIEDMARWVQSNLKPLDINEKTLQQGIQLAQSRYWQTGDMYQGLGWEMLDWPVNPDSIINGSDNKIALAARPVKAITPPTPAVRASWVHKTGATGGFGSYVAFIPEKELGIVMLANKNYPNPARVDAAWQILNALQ
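20 mM phosphate pH 7.0 + 0.01% (detergent screen) or 0.0001% Triton X-100; 5.3 nM AmpC reagent; cpd preinc 15 min RT; nitrocefin (800 uM stock) to start; A480 q20 s × 4 min; Activity was normalised to no-enzyme and no-compound control wells.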
AmpC detergent = qHTS Inhibitors of AmpC Beta-Lactamase (assay with detergent); AmpC hydrolysis of nitrocefin, absorbance 480 nm, 0.01% Triton; Potency, µM (series often up to 114 µM), for the others: at the top dose activity change, negative = inhibition, hits mostly inhibitors; hit rate 0.041% among 370,000;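 note: potency is the fitted concentration of half-maximal effect; 0% = no-compound wells and -100% = no-enzyme wells; nearly all actives have a fitted effect of over 25% in size; some results filed as inactive show a strong effect at the top dose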
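20 mM phosphate pH 7.0 + 0.01% (detergent screen) or 0.0001% Triton X-100; 5.3 nM AmpC reagent; cpd preinc 15 min RT; nitrocefin (800 uM stock) to start; A480 q20 s × 4 min; Activity was normalised to no-enzyme and no-compound control wells.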
Giardia FBPA inh = qHTS Assay for Inhibitors of Fructose-1,6-bisphosphate Aldolase from Giardia Lamblia; purified Giardia FBPA; Potency, µM (top dose mostly 59.6 µM), for the others: at the top dose activity, negative = inhibition, actives largely listed as inhibitors; A8B2U2; AID 2451, 2010; hit rate 0.71% among 290,000; note: potency is the fitted concentration of half-maximal effect; % is set by controls: 0 for no effect and ±100 for the full control effect; nearly all actives have a fitted effect of over 55% in size
Target sequence (A8B2U2 whole entry, looked up): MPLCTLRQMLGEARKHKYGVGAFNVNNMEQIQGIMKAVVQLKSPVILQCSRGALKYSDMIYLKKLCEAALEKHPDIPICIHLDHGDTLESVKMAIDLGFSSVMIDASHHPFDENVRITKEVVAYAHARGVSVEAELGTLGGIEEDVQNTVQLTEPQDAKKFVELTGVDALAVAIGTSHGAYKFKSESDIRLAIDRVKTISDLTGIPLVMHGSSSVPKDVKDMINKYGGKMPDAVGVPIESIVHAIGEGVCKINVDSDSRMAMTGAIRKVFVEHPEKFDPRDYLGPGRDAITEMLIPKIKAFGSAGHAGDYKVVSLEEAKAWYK
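Giardia FBPA (40 nM reagent) was preincubated 10 min at RT with compound (up to 57.5 uM final), then substrate plus GAPDH/TPI/NAD/arsenate coupling system with diaphorase/resazurin was added; resorufin fluorescence (525/598 nm) was read after 20 min.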
HCMV antiviral = qHTS Assay for inhibitors of the human cytomegalovirus (HCMV) | HFF cells, HCMV-luciferase reporter, 72 h; hits give low values | AID 1259415, 2018 | activity change, negative = inhibition, % at 57.5 µM | hit rate 4.5% among 410,000; in the data active = activity change below about -60%; inconclusive = no clear call, values can overlap the other calls; inactive = above about -39%; note: % is set by controls: 0 for no effect and ±100 for the full control effect
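Screen run at 2 compound doses on HFFs infected with reporter HCMV, MOI 1 PFU/cell. Luciferase activity from cell lysates at 72 h post infection gave inhibition relative to buffer-only and Salinomycin wells.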
* = called active by the depositor; [ ] = another dose, or the depositor's remark. Unless noted, calls come from the whole dose curve; as a rule, active = well fitted curve in the direction sought with a large enough effect; inconclusive = small, poorly fitted or top-dose-only effect, or another doubt; inactive = no such curve, though single readings can be large; an effect the other way counts as inactive or inconclusive. No enrichment for hits; 16% or so of the library scored in one or more.

How did COc1ccc(C(=O)N2CCC(N3CCN(c4ccccc4)CC3)CC2)cc1OC do in these assays?
Shiga inhibitor: -4; AMA1 RON2 block: -8%; Cycloheximide cs: -2; AmpC inh no detg: 9%; AmpC detergent: 1%; Giardia FBPA inh: -15%; HCMV antiviral: 12

How did Nc1cc(=O)[nH]c(=S)n1-c1ccccc1 do in these assays?
Shiga inhibitor: -2; AMA1 RON2 block: 0%; Cycloheximide cs: -3; AmpC inh no detg: 0%; AmpC detergent: -1%; Giardia FBPA inh: -5%; HCMV antiviral: 23

Results for CCCC(=O)N1CCc2cc(-c3nc(N)sc3C)ccc21 ?
Shiga inhibitor: 79*; AMA1 RON2 block: 32%[activator]; Cycloheximide cs: 49*; AmpC inh no detg: -11%; AmpC detergent: 1%; Giardia FBPA inh: 1%; HCMV antiviral: 74

Results for CCOC(=O)CN1NC2(CCC(C)CC2)NC1=S (stereo not given) ?
Shiga inhibitor: -14; AMA1 RON2 block: 1%; Cycloheximide cs: -4; AmpC inh no detg: -7%; AmpC detergent: 3%; Giardia FBPA inh: inconclusive; HCMV antiviral: inconclusive

What do the screens show for `CCOc1ccc(S(=O)(=O)N2CCC(C(=O)NCc3ccccn3)CC2)cc1`?
Shiga inhibitor: -7; AMA1 RON2 block: 1%; Cycloheximide cs: -7; AmpC inh no detg: 11%; AmpC detergent: -8%; Giardia FBPA inh: -2%; HCMV antiviral: -2

How did Cc1cccc(-n2c(O)c(C=NCc3ccccn3)c3ccccc3c2=O)c1 do in these assays?
Shiga inhibitor: -12; AMA1 RON2 block: 28%; Cycloheximide cs: -7; AmpC inh no detg: 22%; AmpC detergent: inconclusive; Giardia FBPA inh: -4%; HCMV antiviral: -16

How did CC(=O)Nc1ccc2nc(NC(=O)COc3ccccc3C)sc2c1 do in these assays?
Shiga inhibitor: 35; AMA1 RON2 block: 8%; Cycloheximide cs: 50*; AmpC inh no detg: -2%; AmpC detergent: 1%; Giardia FBPA inh: 3%; HCMV antiviral: -11

Results for Cc1c(Cl)cccc1NC(=S)N(C)CCC#N ?
Shiga inhibitor: 13; AMA1 RON2 block: -7%; Cycloheximide cs: -4; AmpC inh no detg: -6%[11.4 µM]; AmpC detergent: 0%; Giardia FBPA inh: 12%; HCMV antiviral: -18

How did O=C(CCc1ccccc1Cl)Nc1ccc(S(=O)(=O)Nc2nccs2)cc1 do in these assays?
AMA1 RON2 block: -4%; AmpC inh no detg: -32%; AmpC detergent: -9%; HCMV antiviral: -10

Results for CCC(C(=O)O)n1c(C(F)(F)F)nc2ccccc21 (stereo not given) ?
Shiga inhibitor: 3; AMA1 RON2 block: -2%; Cycloheximide cs: -2; AmpC inh no detg: -29%; AmpC detergent: -5%; Giardia FBPA inh: 7%; HCMV antiviral: -7

How did COCCSc1nnc(NC(=O)Cc2cccs2)s1 do in these assays?
Shiga inhibitor: 2; AMA1 RON2 block: 5%; Cycloheximide cs: 2; AmpC inh no detg: -26%; AmpC detergent: -8%; Giardia FBPA inh: -6%; HCMV antiviral: -9

How did COc1ccc([N+](=O)[O-])cc1NS(=O)(=O)c1cc(C(=O)NCc2cccnc2)ccc1Cl do in these assays?
AMA1 RON2 block: -1%; AmpC inh no detg: -23%; AmpC detergent: 3%; HCMV antiviral: 61

What do the screens show for `Cc1ccc(C(=O)NC2CCN(Cc3ccccc3)CC2)cc1S(=O)(=O)N1CCOCC1`?
AMA1 RON2 block: -12%; AmpC inh no detg: 32%; AmpC detergent: inconclusive; HCMV antiviral: inconclusive

How did COc1ccc(/C=C(/NC(=O)c2ccc(OC)c(OC)c2)C(=O)NCCCn2ccnc2)cc1 do in these assays?
Shiga inhibitor: -2; AMA1 RON2 block: -1%; Cycloheximide cs: -7; AmpC inh no detg: -1%; AmpC detergent: inconclusive; Giardia FBPA inh: -3%; HCMV antiviral: -19

How did COCCn1c(CCC(=O)O)ccc1-c1cccs1 do in these assays?
Shiga inhibitor: 9; AMA1 RON2 block: 9%; Cycloheximide cs: -1; AmpC inh no detg: -19%; AmpC detergent: -14%; Giardia FBPA inh: 9%; HCMV antiviral: -11

How did Cc1ccc(C)c(NC(=O)c2ccc3c(c2)N(Cc2ccc(F)cc2)C(=O)CS3=O)c1 (stereo not given) do in these assays?
Shiga inhibitor: 15; AMA1 RON2 block: 0%; Cycloheximide cs: -1; AmpC inh no detg: 24%; AmpC detergent: -9%; Giardia FBPA inh: -6%; HCMV antiviral: inconclusive

How did CC(C)c1ccc(Nc2nnc(SCC(=O)Nc3ncc(S(=O)(=O)c4ccc([N+](=O)[O-])cc4)s3)s2)cc1 do in these assays?
Shiga inhibitor: 21; AMA1 RON2 block: 71%[activator]; Cycloheximide cs: 0; AmpC inh no detg: -29%; AmpC detergent: -9%; Giardia FBPA inh: 7%; HCMV antiviral: 8

What do the screens show for `Cc1cccc(-c2ncc(CN3CCN(C4CCCC4)C(CCO)C3)cn2)c1` (stereo not given)?
Shiga inhibitor: -9; AMA1 RON2 block: -20%; Cycloheximide cs: -1; AmpC inh no detg: -24%; AmpC detergent: -5%; Giardia FBPA inh: -9%; HCMV antiviral: -9

How did CN(CC(=O)Nc1ccccc1Br)C(=O)CNC(=O)Cc1cccc2ccccc12 do in these assays?
Shiga inhibitor: -24; AMA1 RON2 block: 7%; Cycloheximide cs: -2; AmpC inh no detg: 69%[activator]; AmpC detergent: 4%; HCMV antiviral: 22

What do the screens show for `CCOC(=O)C1=C(C)OC(N)=C(C#N)C1c1cc(OC)c2c(c1)OCO2` (stereo not given)?
Shiga inhibitor: 6; AMA1 RON2 block: -2%; Cycloheximide cs: -2; AmpC inh no detg: -25%; AmpC detergent: -17%; Giardia FBPA inh: -6%; HCMV antiviral: 1

What do the screens show for `CCc1ccc(NC(=O)c2ccnc(C(C)(C)C)c2)cc1`?
Shiga inhibitor: -16; AMA1 RON2 block: 5%; Cycloheximide cs: -2; AmpC inh no detg: -1%; AmpC detergent: inconclusive; Giardia FBPA inh: 1%; HCMV antiviral: -34

Results for COc1ccc(C2=NOC(C)(c3nnc(-c4ccc(F)cc4)o3)C2)cc1 (stereo not given) ?
Shiga inhibitor: -4; AMA1 RON2 block: 9%; Cycloheximide cs: -5; AmpC inh no detg: 6%; AmpC detergent: -10%; Giardia FBPA inh: 6%; HCMV antiviral: 7

How did NC(=O)C1(N2CCCCC2)CCN(C2CC(=O)NC2=O)CC1 (stereo not given) do in these assays?
Shiga inhibitor: 2; AMA1 RON2 block: 5%; Cycloheximide cs: -2; AmpC inh no detg: -12%; AmpC detergent: inconclusive; Giardia FBPA inh: 2%; HCMV antiviral: -30

What do the screens show for `Cc1ccc(Cl)cc1NC(=O)Nc1cccs1`?
Shiga inhibitor: -7; AMA1 RON2 block: -1%; Cycloheximide cs: 8; AmpC inh no detg: 14µM*; AmpC detergent: 0%; Giardia FBPA inh: -13%; HCMV antiviral: inconclusive

Results for COC(=O)Nc1ccc(S(=O)(=O)N2CCN(CCN3C(=O)C4C5C=CC(C5)C4C3=O)CC2)cc1 (stereo not given) ?
Shiga inhibitor: -9; AMA1 RON2 block: 2%; Cycloheximide cs: 1; AmpC inh no detg: 47%; AmpC detergent: 5%; Giardia FBPA inh: 5%; HCMV antiviral: -6

How did CC1CC2=C(NC(=S)NC2c2ccccc2F)/C(=C/c2ccccc2F)C1 (stereo not given) do in these assays?
Shiga inhibitor: 3; AMA1 RON2 block: 60%[activator]; Cycloheximide cs: 2; AmpC inh no detg: -49%; AmpC detergent: 8%; Giardia FBPA inh: 2%; HCMV antiviral: -30

How did COc1ccc(/C=C(\NC(=O)c2cccs2)C(=O)Nc2ccccc2C)cc1OC do in these assays?
Shiga inhibitor: 10; AMA1 RON2 block: -1%; Cycloheximide cs: -3; AmpC inh no detg: 36%; AmpC detergent: 3%; Giardia FBPA inh: 4%; HCMV antiviral: -11

How did Cc1ccc(NC(=S)Nc2nc(CC(=O)Nc3ccccc3)cs2)cc1 do in these assays?
Shiga inhibitor: 15; AMA1 RON2 block: 65%[activator]; Cycloheximide cs: 14*; AmpC inh no detg: 14µM*; AmpC detergent: -2%; Giardia FBPA inh: -16%; HCMV antiviral: 7

What do the screens show for `N#Cc1nc(-c2ccccc2Cl)oc1N1CCOCC1`?
Shiga inhibitor: 18; AMA1 RON2 block: 1%; Cycloheximide cs: 17*; AmpC inh no detg: -25%; AmpC detergent: -2%; Giardia FBPA inh: 7%; HCMV antiviral: -18

What do the screens show for `O=C1CCC(C(=O)Nc2cccc(S(=O)(=O)Nc3ccccc3F)c2)=NN1`?
AMA1 RON2 block: 0%; AmpC inh no detg: -18%; HCMV antiviral: -13

How did CCOc1ccc(OCC(=O)Nc2c3c(nn2C(C)(C)C)CS(=O)(=O)C3)cc1 do in these assays?
Shiga inhibitor: -6; AMA1 RON2 block: 2%; Cycloheximide cs: 0; AmpC inh no detg: -1%; AmpC detergent: -12%; HCMV antiviral: 19

What do the screens show for `N/C(=N\c1nc2c(c(=O)[nH]1)CCCC2)Nc1ccccc1Sc1ccccc1`?
Shiga inhibitor: -8; AMA1 RON2 block: 29%; Cycloheximide cs: -3; AmpC inh no detg: -12%; AmpC detergent: 3%; Giardia FBPA inh: -7%; HCMV antiviral: 16

How did COc1ccc(/C=N/c2nc3ccccc3n2C)cc1OC do in these assays?
Shiga inhibitor: -10; AMA1 RON2 block: -1%; Cycloheximide cs: 27; AmpC inh no detg: -15%; AmpC detergent: -10%; Giardia FBPA inh: -3%; HCMV antiviral: -10

What do the screens show for `O=C(NC1CCCCC1)c1ccc(N2CCOCC2)c([N+](=O)[O-])c1`?
AMA1 RON2 block: 0%; Cycloheximide cs: -4; AmpC inh no detg: -11%; AmpC detergent: inconclusive; Giardia FBPA inh: 10%; HCMV antiviral: 75

Results for CN(C)CCNC(=O)c1sc2cccc(F)c2c1Cl ?
Shiga inhibitor: 4; AMA1 RON2 block: -5%; Cycloheximide cs: 13; AmpC inh no detg: -11%; AmpC detergent: -3%; Giardia FBPA inh: -2%; HCMV antiviral: 55

Results for CSc1nc(O)c(C(c2ccc(O)cc2)c2c(O)nc(SC)[nH]c2=O)c(=O)[nH]1 ?
AMA1 RON2 block: -11%; Cycloheximide cs: -1; AmpC inh no detg: -8%; AmpC detergent: -4%; Giardia FBPA inh: -7%; HCMV antiviral: -69*
